Bim-Bcl-XL: inhibitors of Bim-Bcl-XL interaction, human. 190,000 tested, 0.04% active. Q07817. inhibition, % at 10 µM. Bim peptide-Bcl-XL binding, bead flow cytometry, fluorescence
RGS8-Gao: modulates binding of RGS8 to human Galphao; P09471; multiplexed bead flow cytometry; actives lie on both sides; response (percent of control binding), % at 10 µM; 220,000 tested, 0.34% active; AID 1423; in the data active = response below about 60% or above about 140%; inactive = in between;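 also: Galphao activated as the GDP aluminium fluoride complex binding bead-coupled RGS8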
Target sequence (P09471 whole entry, looked up): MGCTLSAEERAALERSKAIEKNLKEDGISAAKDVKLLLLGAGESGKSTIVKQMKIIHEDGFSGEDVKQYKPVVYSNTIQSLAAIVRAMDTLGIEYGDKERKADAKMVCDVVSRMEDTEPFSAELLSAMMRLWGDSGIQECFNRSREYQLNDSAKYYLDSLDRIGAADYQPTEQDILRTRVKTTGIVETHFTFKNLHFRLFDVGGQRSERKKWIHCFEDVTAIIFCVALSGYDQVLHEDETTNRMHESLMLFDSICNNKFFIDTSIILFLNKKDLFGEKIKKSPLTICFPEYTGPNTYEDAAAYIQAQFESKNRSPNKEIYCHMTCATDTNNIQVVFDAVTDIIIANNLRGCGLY
Mcl1-Bid inh: Mcl-1/Bid interaction inhibition; inhibition, % at 21.7 µM; TR-FRET Mcl-1/Bid-Dy647 peptide binding, 1536-well; Q07820; 220,000 tested, 0.97% active;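 active = compounds that cut the binding signal by more than half at the single screening dose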;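 also: His-tagged Mcl-1 with europium anti-His antibody binding Bid BH3 peptide; 0% = Mcl-1 plus peptide wells and 100% = peptide-only wells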
Target sequence (Q07820 whole entry, looked up): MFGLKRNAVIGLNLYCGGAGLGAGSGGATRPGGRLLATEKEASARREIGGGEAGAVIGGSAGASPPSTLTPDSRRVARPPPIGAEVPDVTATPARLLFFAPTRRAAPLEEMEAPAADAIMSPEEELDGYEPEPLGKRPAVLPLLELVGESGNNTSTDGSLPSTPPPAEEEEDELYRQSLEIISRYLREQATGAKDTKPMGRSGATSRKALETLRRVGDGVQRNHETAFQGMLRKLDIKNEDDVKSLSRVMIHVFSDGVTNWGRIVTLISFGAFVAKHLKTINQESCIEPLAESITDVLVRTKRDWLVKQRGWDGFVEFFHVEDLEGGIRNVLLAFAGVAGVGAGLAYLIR
Bfl-1 Bim block: human Bim-Bfl-1 interaction inhibition | Bead-based flow cytometry, Bim-Bfl-1 binding inhibition | inhibition, % at 10 µM | 190,000 tested, 0.12% active | AID 1008;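 also: 0% = wells without compound plus tracer and 100% = blocker peptide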
Bcl-2 Bim block: disrupts Bim peptide binding to human Bcl-2; P10415; Bead-based flow cytometry, Bim peptide-Bcl-2 binding; inhibition, % at 10 µM; 190,000 tested, 0.06% active; AID 950; in the data active = inhibition above about 40%; inconclusive = no clear call, values can overlap the other calls;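 also: 0% = no compound wells with probe peptide and 100% = reference peptide inhibitor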
RGS7-Gao: regulators of human RGS7-Galphao interaction. P09471. Multiplexed bead flow cytometry, RGS7-Galphao binding; actives lie on both sides. binding response (% of control), % at 10 µM. 220,000 tested, 0.35% active; in the data active = binding response below about 49% or above about 150%; inconclusive = no clear call, values can overlap the other calls; inactive = in between;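 also: fluorescent Galphao held in activated GDP-AlF4 state binding bead-coupled RGS7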
Bim-Bcl-W: inhibitors of Bim-Bcl-W interaction, human; 190,000 tested, 0.02% active; bead-based flow cytometry, Bim peptide-Bcl-W binding; Q92843; inhibition, % at 10 µM;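 also: 0% = bound tracer without compound and 100% = peptide blocker; higher means less fluorescent Bim peptide bound to Bcl-W beads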
RGS4-Gao reg: human RGS4-Galphao interaction regulation. Multiplexed bead flow cytometry, RGS4-Galphao binding; actives lie on both sides. binding response (% of control), % at 10 µM. 220,000 tested, 0.33% active. P09471; in the data active = binding response below about 49% or above about 150%; inactive = in between;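 also: fluorescent Galphao activated with aluminum fluoride binding bead-coupled RGS4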
Mcl-1 Bim block: human Bim-Mcl-1 interaction inhibition | Q07820 | Bead-based flow cytometry, Bim peptide-Mcl-1 binding | inhibition, % at 10 µM | 190,000 tested, 0.1% active | AID 1009;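 also: 0% = no compound tracer wells and 100% = peptide blocker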
GSH fluor: GSH bead compound fluorescence profile | GSH beads flow cytometry, compound fluorescence 488/530 nm; stronger effect = higher value | fluorescence (KMESF) at 10 µM | 190,000 tested, 0.25% active | AID 1776; in the data active = fluorescence above about 89;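 also: glutathione beads carrying GST-tagged Bcl family fusion proteins plus one bare bead set; values are compound well signal with DMSO vehicle wells as background; inactives centre near 16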
Bim-Bcl-B: disrupts Bim peptide binding to human Bcl-B; AID 951; Q9HD36; bead-based flow cytometry; 190,000 tested, 0.073% active; inhibition, % at 10 µM;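 also: 0% = tracer peptide without compound and 100% = reference inhibitor peptide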
Target sequence (Q9HD36 whole entry, looked up): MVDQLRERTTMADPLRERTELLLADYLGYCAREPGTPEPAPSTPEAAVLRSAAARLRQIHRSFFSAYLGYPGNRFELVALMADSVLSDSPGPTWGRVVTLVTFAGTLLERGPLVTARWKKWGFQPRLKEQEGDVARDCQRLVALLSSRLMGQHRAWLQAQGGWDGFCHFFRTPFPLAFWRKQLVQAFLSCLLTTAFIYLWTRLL
Numbers without * were called inactive; ? = inconclusive; & = joins results of further samples. Rule as the data show it, unless noted: active = inhibition above about 40%.

(1) Cc1cccc(CN2CCN(CC(=O)NCc3cccs3)C2=O)c1
(2) CCN(C(=O)COC(=O)c1cccnc1Nc1ccccc1F)C1CCS(=O)(=O)C1 (stereo not drawn)
(3) Cc1cccc(NC(=S)NNc2ncc(C(F)(F)F)cc2Cl)c1
(4) CCOC(=O)CC(=O)CSc1nc2c(c(-c3cccs3)c1C#N)CCC2
(5) Cc1cccc(C)c1NC(=O)COC(=O)CCc1ccc(S(=O)(=O)N2CCCCC2)cc1
(6) Cn1c(=O)n(C)c2cc(/C=N/NC(N)=S)ccc21
(7) Cc1ccc(NC(=O)CN2C(=O)N/C(=C\c3cccnc3)C2=O)cc1
(8) COc1ccccc1CN1C[C@@H]2C[C@@H](c3[nH]c4ccc(C)cc4c3C)N3CCC[C@@]23C1=O
assay / compound,1,2,3,4,5,6,7,8
RGS7-Gao,101,105,96,99,111,92,99,99
RGS4-Gao reg,98,104,100,102,107,93,102,100
Bim-Bcl-B,-2,-7,-3,-13,0,0,-1,-5
Mcl-1 Bim block,1,-6,-1,-17,0,0,-24,-2
RGS8-Gao,98,104,101,100,125,95,106,100
Bim-Bcl-W,-1,-6,0,-11,2,-2,-12,0
Bfl-1 Bim block,-8,-3,1,0,4,-6,0,-5
Mcl1-Bid inh,-8,-5,-58,-12,-43,-35,-6,-37
Bim-Bcl-XL,1,-7,0,-2,4,0,-13,-3
Bcl-2 Bim block,-4,-4,1,-6,3,0,-2,-3
GSH fluor,35,8,7,10,10,16,9,29

The final four entries of the section above are carried over, then new ones follow:
(5) Cc1cccc(C)c1NC(=O)COC(=O)CCc1ccc(S(=O)(=O)N2CCCCC2)cc1
(6) Cn1c(=O)n(C)c2cc(/C=N/NC(N)=S)ccc21
(7) Cc1ccc(NC(=O)CN2C(=O)N/C(=C\c3cccnc3)C2=O)cc1
(8) COc1ccccc1CN1C[C@@H]2C[C@@H](c3[nH]c4ccc(C)cc4c3C)N3CCC[C@@]23C1=O
(9) CCn1c(SCC(N)=O)nnc1-c1ccc(OC)c(OC)c1
(10) CC(=O)c1ccc(OC(C)C)c(CSC(=N)N)c1
(11) C=C(C)C1CC=C(C)/C(=N/NC(=O)COc2ccccc2C)C1 (stereo not drawn)
(12) CCOC(=O)N1CCC(NC(=O)c2oc3c(c2C)-c2[nH]ncc2CC3)CC1
(13) O=S(=O)(NCCN1CCCC1)c1cccc2cccnc12
(14) O=C(c1ccc(=O)[nH]c1)N(Cc1ccco1)C1(C(=O)NC2CCCC2)CCCCC1
(15) CC(=O)c1cc(CN2CCCCC2)cc(OC(C)C)c1
(16) COc1ccc(C2Oc3ccccc3C3=C2C(c2cccs2)n2ncnc2N3)cc1 (stereo not drawn)
assay / compound,5,6,7,8,9,10,11,12,13,14,15,16
RGS7-Gao,111,92,99,99,97,105,100,100,103,112,110,100
RGS4-Gao reg,107,93,102,100,96,104,101,100,103,103,107,98
Bim-Bcl-B,0,0,-1,-5,-3,-7,-3,-10,-6,0,-6,-8
Mcl-1 Bim block,0,0,-24,-2,0,-4,-3,-1,-3,0,-3,-1
RGS8-Gao,125,95,106,100,103,105,104,100,101,110,105,101
Bim-Bcl-W,2,-2,-12,0,-4,-3,-1,2,0,0,-3,1
Bfl-1 Bim block,4,-6,0,-5,-5,-11,-3,-11,-13,0,-1,-12
Mcl1-Bid inh,-43,-35,-6,-37,7,-38,-12,-25,-20,-37,4,-32
Bim-Bcl-XL,4,0,-13,-3,-5,-3,-2,4,-8,0,-4,-1
Bcl-2 Bim block,3,0,-2,-3,-3,-5,-6,-8,-9,0,-4,-15
GSH fluor,10,16,9,29,25,17,8,57,24,15,18,27

(17) CCOc1ccc(NC(=S)NC(C)CCc2ccccc2)cc1 (stereo not drawn)
(18) Cc1ccc(S(=O)(=O)Nc2nc3cc(C)c(C)cc3[nH]2)cc1
(19) C(=N\N1CCN(Cc2cccc3ccccc23)CC1)/c1ccco1
(20) CCN(CC)S(=O)(=O)c1ccc2c(c1)nc(SCc1nc3ccsc3c(=O)[nH]1)n2CC
(21) CC1CC(C)CN(S(=O)(=O)c2ccc(F)c(C(=O)Nc3ccc(Cl)cc3F)c2)C1 (stereo not drawn)
(22) CCC(=O)c1ccc(OCC(=O)O)cc1
(23) O=C(O)CCCNC(=O)C(c1ccccc1)c1ccccc1
(24) COc1ccc(-c2noc(-c3ccccc3-c3ccccc3)n2)cc1
assay / compound,17,18,19,20,21,22,23,24
RGS7-Gao,107,102,99,102,101,95,106&98,99
RGS4-Gao reg,107,106,102,102,101,93,108&98,104
Bim-Bcl-B,-10,0,-5,-7,0,-2,-6&-3,0
Mcl-1 Bim block,0,0,1,0,0,-2,-3&-2,0
RGS8-Gao,104,114,100,104,105,88,107&99,105
Bim-Bcl-W,-2,0,1,2,-2,-3,-4&-2,0
Bfl-1 Bim block,-6,1,-8,-7,-3,-2,-3&0,0
Mcl1-Bid inh,-61,-12,-49,-41,-36,-1,-23&-27,3
Bim-Bcl-XL,-5,-2,-5,0,-6,8,-7&-4,2
Bcl-2 Bim block,-2,-5,-4,-6,-1,0,-6&3,0
GSH fluor,19,18,46,64,13,55,13&6,11

(25) CCOC(=O)c1ccc(N2CSC3=C(C#N)C(c4cccs4)CC(=O)N3C2)cc1 (stereo not drawn)
(26) O=C(NCCN1CCOCC1)c1cc2cc(Br)ccc2oc1=O
(27) C/C(O)=C(/C#N)c1nc2ccccc2[nH]1
(28) COC(=O)c1nn(-c2ccccc2)c(-c2ccccc2)c1C(=O)c1ccccc1
(29) Cc1ccc2ncccc2c1NC(=S)NC(=O)c1ccccc1
(30) O=C(Nc1cccc(-c2nc3ccccc3[nH]2)c1)c1cccc(NC(=O)c2ccco2)c1
(31) CC(C)(C)c1cc(NC(=O)Nc2ccc(Br)cc2Cl)no1
(32) CCCCNC(=O)N1CCN(c2ccccc2OC)CC1
assay / compound,25,26,27,28,29,30,31,32
RGS7-Gao,103,109,94,100,?,99,103,89
RGS4-Gao reg,99,110,97,104,102,98,100,97
Bim-Bcl-B,-11,3,0,0,-1,-18,-4,-1
Mcl-1 Bim block,-3,-1,3,0,0,-6,0,-6
RGS8-Gao,100,122,95,100,101,102,99,97
Bim-Bcl-W,2,1,0,0,3,-22,-4,-4
Bfl-1 Bim block,-5,1,0,0,-2,-11,-4,2
Mcl1-Bid inh,-13,-22,-70,-1,-3,-60,1,-33
Bim-Bcl-XL,-1,-3,2,-1,1,-21,-5,-1
Bcl-2 Bim block,-6,1,2,2,-1,-15,-4,-2
GSH fluor,12,16,9,8,14,24,12,14

Compound profiles (already shown).
Cc1ccc2ncccc2c1NC(=S)NC(=O)c1ccccc1 is listed with RGS7-Gao: ?; RGS4-Gao reg: 102; Bim-Bcl-B: -1; Mcl-1 Bim block: 0; RGS8-Gao: 101; Bim-Bcl-W: 3; Bfl-1 Bim block: -2; Mcl1-Bid inh: -3; Bim-Bcl-XL: 1; Bcl-2 Bim block: -1; GSH fluor: 14
CCCCNC(=O)N1CCN(c2ccccc2OC)CC1 is listed with RGS7-Gao: 89; RGS4-Gao reg: 97; Bim-Bcl-B: -1; Mcl-1 Bim block: -6; RGS8-Gao: 97; Bim-Bcl-W: -4; Bfl-1 Bim block: 2; Mcl1-Bid inh: -33; Bim-Bcl-XL: -1; Bcl-2 Bim block: -2; GSH fluor: 14

Next section:
(33) O=C(N1CCOCC1)C12CC3CC(C1)CC(C(=O)N1CCOCC1)(C3)C2
(34) Cc1ccc(NC(=O)CN2C(=O)NC(Cc3ccccc3)C2=O)c(Br)c1 (stereo not drawn)
(35) COC(=O)c1nc(NC(=O)c2ccc(Cl)cc2)n[nH]1
(36) CCC1=NNc2cccc3c(OC)ccc1c23
(37) COc1ccccc1NC(=O)c1ccc2snnc2c1
(38) Cc1ccc(C(=O)CSc2nnc(-c3ccccc3)o2)cc1
(39) O=C(COC(=O)CCC(=O)c1cccs1)Nc1ccc(Cl)cn1
(40) Cc1ccc(C2NS(=O)(=O)N=C2N)cc1 (stereo not drawn)
assay / compound,33,34,35,36,37,38,39,40
RGS7-Gao,95,?,99,63,96,100,98,99
RGS4-Gao reg,98,99,103,77,96,98,98,98
Bim-Bcl-B,-11,-1,-5,100*,1,-6,-1,-6
Mcl-1 Bim block,-4,0,-6,32,-8,-3,-4,0
RGS8-Gao,100,98,99,77,100,98,85,100
Bim-Bcl-W,-1,1,-2,66*,0,-6,-4,3
Bfl-1 Bim block,-13,-6,-18,56*,-2,-3,-1,-10
Mcl1-Bid inh,20,-9,-16,-2,-1,-4,-2,-28
Bim-Bcl-XL,-1,-1,-5,75*,0,-6,-2,3
Bcl-2 Bim block,-11,-3,-7,64*,-2,-5,1,-5
GSH fluor,44,10,21,2,25,13,12,38

(41) CCN(CC)CCn1nc2c3c(cccc3c1=O)-c1ccccc1-2
(42) CCc1ccc(OCC(=O)N2CCN=C2c2ccccc2)cc1
(43) COc1ccc(S(=O)(=O)N(CC(=O)Nc2cccnc2)c2ccccc2OC)cc1
(44) Cc1[nH]n(-c2ccccc2)c(=O)c1C=NCc1ccco1
(45) Clc1nc(-c2cccnc2)nc2scc(-c3ccccc3)c12
(46) O=C(c1cccc(S(=O)(=O)N2CCOCC2)c1)N1CCCC1
(47) Cc1nn(CC(=O)c2ccccc2)c(=O)c2nn(-c3ccccc3F)c(C)c12
(48) Cc1ccnc(NS(=O)(=O)c2ccc(Oc3ccccc3)cc2)c1
(49) CC1(C)NC(=O)N(CCOCCOc2cccc(Oc3ccccc3)c2)C1=O
assay / compound,41,42,43,44,45,46,47,48,49
RGS7-Gao,?,99,103,99,98,106,112,102,98
RGS4-Gao reg,99,100,102,99,98,107,110,103,98
Bim-Bcl-B,3,-4,-5,2,-5,0,-6,-2,0
Mcl-1 Bim block,-1,2,-1,2,-4,1,-3,0,-1
RGS8-Gao,101,102,102,103,98,104,108,104,97
Bim-Bcl-W,-5,0,0,1,-3,1,-3,0,0
Bfl-1 Bim block,4,-12,-8,-1,4,1,-1,-1,2
Mcl1-Bid inh,-3,18,-2,-23,5,1,-5,-13,16
Bim-Bcl-XL,-1,0,-3,2,-5,3,-4,-1,1
Bcl-2 Bim block,0,-5,-7,2,4,-4,-3,-1,1
GSH fluor,17,22,15,9,9,12,12,11,28

Screens (PubChem)
